sPLA2-III inh – Inhibits HGIII-sPLA2 liposome hydrolysis, primary screen. QFRET BODIPY PC-A2 liposome hydrolysis, fluorescence. inhibition, % at 12.2 µM. 0.56% of 370,000 active. AID 743126;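 active means inhibition above mean plus 3 SD of compounds lying within the high and low control bounds, cut at about 19% in these data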;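 further: 0% = median of test compound wells and 100% = no enzyme DMSO wells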
Target sequence (Q9NZ20 whole entry, looked up): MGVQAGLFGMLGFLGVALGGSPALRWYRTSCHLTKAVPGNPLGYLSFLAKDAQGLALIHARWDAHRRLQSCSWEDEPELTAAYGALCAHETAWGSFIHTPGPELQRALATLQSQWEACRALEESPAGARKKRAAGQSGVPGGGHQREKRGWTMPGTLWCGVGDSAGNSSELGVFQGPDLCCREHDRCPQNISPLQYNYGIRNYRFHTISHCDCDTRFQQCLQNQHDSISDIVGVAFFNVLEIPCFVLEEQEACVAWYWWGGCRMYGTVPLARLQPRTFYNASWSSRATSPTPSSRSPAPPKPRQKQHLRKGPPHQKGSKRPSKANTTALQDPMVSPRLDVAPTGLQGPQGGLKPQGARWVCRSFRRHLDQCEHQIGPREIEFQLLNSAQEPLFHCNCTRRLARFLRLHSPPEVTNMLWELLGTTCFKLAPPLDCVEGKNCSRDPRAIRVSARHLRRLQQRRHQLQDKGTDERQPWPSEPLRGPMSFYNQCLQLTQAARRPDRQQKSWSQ
SMARCA2 activ – SMARCA2 function activation, primary screen | AID 652017 | 1% of 370,000 active | activation, % at 9.1 µM | MG213 cells, MMTV-luciferase reporter, dexamethasone, overnight; in the data active means activation above about 7.8%;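 further: 0% = vehicle wells and 100% = reference activator wells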
GAA850 FXN act – frataxin GAA850 promoter activation; 0.56% of 360,000 active; AID 540364; activation, % at 6 µM; HEK293 lucGAA850 FXN promoter luciferase reporter, 24 h; percent of 10 µM SAHA response;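 active means activation above the average of all compounds screened plus 3 SD, cutoff fixed separately per campaign, cut at about 7.5% in these data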;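 further: 0% = DMSO wells and 100% = 10 µM SAHA wells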
hcDAF-12 act – activates DAF-12 receptor from parasite H. contortus; 1.4% of 370,000 active; activation, % at 6.8 µM; HEK293 hcDAF-12 lit1-tk-luc reporter, luminescence; 0% DMSO, 100% Δ7-dafachronic acid; AID 652067;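 active means activation above the mean of all tested compounds plus 3 SD, cut at about 5.5% in these data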;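 further: 100% = response to 3 µM Δ7-dafachronic acid high control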
PG9 Ab binder – PG9 antibody binding by small molecule; 0.43% of 360,000 active; TR-FRET gp120-PG9 antibody binding; inhibition, % at 6.7 µM; in the data active means inhibition above about 8.5%
NR1D1 modulator – Rev-erb alpha (human) modulation; P20393; Rev-erbα–FITC-DNA binding, fluorescence polarization, 90 min; activity, % at 10 µM; 0.79% of 370,000 active;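 active means activity above about 14%, limit read from the data; passing the limit was not always enough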;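 further: 0% = DMSO wells with 35 nM protein and 100% = DMSO wells with 750 nM protein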
DAX1 inh-1 – inhibitors of human orphan nuclear receptor DAX1 (NR0B1). P51843. HEK293 Gal4-DAX1 luciferase reporter, luminescence. inhibition, % at 6.75 µM. 0.99% of 340,000 active. AID 504766;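 active means inhibition above the mean over all tested compounds plus 3 SD, cut at about 4.2% in these data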;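 further: 0% = DAX1-transfected cells with DMSO and 100% = empty-vector control cells with DMSO; inhibition shows as a rise in luminescence from relieved DAX1 repression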
Target sequence (P51843 207-470 limits assumed): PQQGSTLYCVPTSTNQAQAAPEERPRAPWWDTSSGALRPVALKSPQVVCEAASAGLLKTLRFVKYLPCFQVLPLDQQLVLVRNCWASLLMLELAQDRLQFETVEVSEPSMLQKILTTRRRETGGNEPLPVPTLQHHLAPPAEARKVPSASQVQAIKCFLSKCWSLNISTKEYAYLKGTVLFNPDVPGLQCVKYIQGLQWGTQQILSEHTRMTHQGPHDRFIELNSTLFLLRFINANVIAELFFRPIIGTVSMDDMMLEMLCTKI
ssDAF12 agonist – S. stercoralis DAF-12 activation, primary screen | HEK293 ssDAF-12/GRIP1 lit1-tk-luc reporter, luminescence; % of 3 µM dafachronic acid response | activation, % at 6.8 µM | 1% of 370,000 active | AID 652126;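 active means activation above the mean over all tested compounds plus 3 SD, cut at about 0.9% in these data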;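 further: 0% = DMSO-only wells and 100% = 3 µM delta7-dafachronic acid wells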
PLCb3 inh – inhibitors of human phospholipase C beta3. inhibition, % at 12.2 µM. Purified PLC-beta3, fluorogenic substrate, fluorescence. 0.18% of 370,000 active. AID 720704. Q01970; in the data active means inhibition above about 11%;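 further: 0% = median of compound wells on plate and 100% = full blocker control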
DAX1 inh-2 – DAX1 (NR0B1) inhibition, primary screen. HEK293T StAR-luciferase reporter, SF-1/DAX-1 repression relief. inhibition, % at 6.8 µM. 1.1% of 370,000 active. AID 652010;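 active means inhibition above the mean over all tested compounds plus 3 SD, cut at about 3.6% in these data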;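 further: 0% = DAX-1 cells with DMSO and 100% = cells lacking DAX-1 with DMSO; higher inhibition means more luminescence from relief of DAX-1 repression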
hgDAF12 agonist – agonists of H. glycines DAF-12 nuclear receptor; AID 687014; HEK293 GAL4-hgDAF12 UAS-luciferase reporter, agonist luminescence; normalized to butyrate control; activation, % at 6.8 µM; 1.8% of 370,000 active;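 active means activation above a cutoff set at the mean of all screened compounds plus 3 SD, cut at about 10% in these data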;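 further: 0% = DMSO wells and 100% = sodium butyrate wells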
An asterisk follows results filed as active; · = no result given.

SMILES	sPLA2-III inh	SMARCA2 activ	GAA850 FXN act	hcDAF-12 act	PG9 Ab binder	NR1D1 modulator	DAX1 inh-1	ssDAF12 agonist	PLCb3 inh	DAX1 inh-2	hgDAF12 agonist
CC(NC(=O)C1CCCN1S(=O)(=O)c1ccc2c(c1)n(C)c(=O)c(=O)n2C)c1ccccc1 (centres undefined)	5	-3	0.1	-1.5	-0.1	-8	0.3	-0.5	-12	-0.8	-2.5
Cc1noc(C)c1CSCC(=O)OCc1nc2ccccc2c(=O)n1CC#N	-2	1	-3.0	0.3	-2.3	1	0.4	-0.8	-14	-1.1	-2.8
CC(C)N1CCN(Cc2ccccc2-c2ccco2)CC1CCO (centres undefined)	1	-2	-0.2	0.1	-3.6	-11	-0.1	-0.5	-1	0.1	-2.4
COCCC(=O)N1CCC(Oc2ccc(C(=O)N3CCCC(OC)C3)cc2)CC1 (centres undefined)	4	-2	0.0	-0.2	-1.9	1	0.9	-1.1	12*	1.5	0.9
CCc1nc2ccc(C(=O)Nc3cccc(OCC(=O)N(C)C)c3)cn2c1N(CCC(C)C)CCN(C)C	-12	-2	-5.8	-2.0	-1.7	-5	·	-0.9	0	0.2	-0.9
COC(=O)C(C)Sc1nc2c(c(=O)[nH]c(=O)n2C)n1CCC(C)C (centres undefined)	5	2	1.9	-1.6	0.5	-3	-0.1	-1.4	4	-0.1	-1.2
CC(C)CCOc1ccc(C(=O)N2CCCC2C(=O)O)cc1 (centres undefined)	-3	0	1.6	-0.5	-1.2	-5	0.1	-0.5	-2	0.3	2.3
CCOc1ccc(C(C)NC(=O)C2CCCC2)cc1 (centres undefined)	-3	-4	0.7	0.2	0.2	1	-0.1	-2.0	-13	-1.0	4.0
CC(C)C1N(C(=O)CN2CCCCC2)CCN1S(=O)(=O)c1ccccc1 (centres undefined)	4	-5	0.3	-0.8	-2.4	-1	2.6	-0.4	-6	-0.4	-1.2
CC(OC(=O)C1CC1)C(=O)Nc1ncc(Cl)cc1Cl (centres undefined)	11	-3	-0.4	-0.7	0.2	-1	0.0	-1.1	-4	0.6	0.4
O=C(CCCn1nnnc1CN1CCOCC1)N1CCC(c2ccccc2Cl)C1 (centres undefined)	7	-2	-0.5	-1.1	-1.4	-6	-0.1	-1.0	1	0.4	1.8
CC(=O)c1ccc(NC(=S)N2CCCC2)cc1	5	0	5.0	1.2	-1.3	-4	0.8	0.2	-3	5.1*	0.1
O=C(c1cccc(Cl)c1)N1CCN(c2ncccn2)CC1	5	0	-0.9	-2.2	0.5	0	-0.4	-1.4	-8	-0.3	-2.7
COc1c2c(nc3occc13)C(CC=C(C)C)(OC)C(=O)C=C2 (centres undefined)	2	-1	1.3	-1.9	-0.9	-5	-0.4	-0.5	-11	-1.7	4.1
CC(C)n1c(C(O)c2ccc3c(c2)OCO3)nc2ccccc21 (centres undefined)	-4	1	-0.1	-1.6	-1.7	-3	1.2	-0.5	0	-0.1	-1.2

The closing 3 compounds of the section above lead into the next.
SMILES	sPLA2-III inh	SMARCA2 activ	GAA850 FXN act	hcDAF-12 act	PG9 Ab binder	NR1D1 modulator	DAX1 inh-1	ssDAF12 agonist	PLCb3 inh	DAX1 inh-2	hgDAF12 agonist
O=C(c1cccc(Cl)c1)N1CCN(c2ncccn2)CC1	5	0	-0.9	-2.2	0.5	0	-0.4	-1.4	-8	-0.3	-2.7
COc1c2c(nc3occc13)C(CC=C(C)C)(OC)C(=O)C=C2 (centres undefined)	2	-1	1.3	-1.9	-0.9	-5	-0.4	-0.5	-11	-1.7	4.1
CC(C)n1c(C(O)c2ccc3c(c2)OCO3)nc2ccccc21 (centres undefined)	-4	1	-0.1	-1.6	-1.7	-3	1.2	-0.5	0	-0.1	-1.2
O=C(COC(=O)c1ccc(Cl)nc1)Nc1cc(S(=O)(=O)N2CCOCC2)ccc1Cl	1	3	3.4	0.3	-1.2	7	0.1	-1.0	-3	-0.2	3.2
COc1ccc(COn2nnc3ccc(S(=O)(=O)N4CCOCC4)cc32)cc1F	3	-1	0.2	-1.7	-1.6	0	0.3	-0.9	-8	0.7	1.1
CC1CCN(Cc2nnnn2CCCC(=O)NCCN2CCOCC2)CC1	7	1	1.4	-0.8	-3.2	-5	0.3	-0.6	-9	-0.2	0.6
CCOc1ccc(CCNC(=O)COC(=O)c2cccnc2SC)cc1OCC	8	-3	0.3	-1.7	1.3	-2	0.4	-0.3	-2	0.6	-1.0
CCc1ccc(C(C#N)=CC=Cc2ccccc2)cc1	0	3	1.9	1.8	-0.7	-4	1.8	-0.7	-29	-0.8	9.4
Brc1ccc(OCCCCCN2CCOCC2)cc1	8	-3	0.6	0.2	1.9	1	-1.9	-0.8	5	-0.1	1.2
O=C(NCC1CCCCC1)c1[nH]c(C(F)(F)F)nc1-c1ccccc1	-14	-3	·	-2.9	0.6	-5	·	-1.4	3	-0.4	-2.5
Cn1c(=O)c2c(nc(N3CCOCC3)n2C/C=C/c2ccccc2)n(C)c1=O	2	5	-1.1	-1.8	-1.8	0	·	-1.5	-4	-0.5	-0.4
CC(c1ccccc1)C1NC(C(=O)O)CS1 (centres undefined)	5	-4	-0.4	1.0	0.5	2	-0.9	-0.4	2	-0.3	-0.9
COC(=O)c1ccccc1NC(=O)CSc1[nH]c(=O)cc(C)c1C#N	-7	-1	2.6	-1.4	-1.7	0	0.4	-1.0	1	0.6	-0.1
CN(Cc1c(F)cccc1Cl)C(=O)CNC(=O)c1ccc2c(c1)OCO2	11	1	4.7	3.0	3.2	-9	-1.0	-0.2	-6	2.3	7.6
COCCN(C(=S)Nc1ccccc1C)C(C)c1ccco1 (centres undefined)	1	2	-1.2	-0.8	0.9	-2	1.8	-0.1	-2	0.2	-2.3
O=C(Nc1ccc(Br)cn1)c1coc(=O)c(Br)c1	6	-2	0.2	-1.1	0.6	4	0.9	-0.7	-43	0.5	-0.6
COc1cc(CCC(=O)OCC(=O)NC2CCCC(C)C2C)cc(OC)c1OC (centres undefined)	-3	6	-0.3	-0.8	-2.2	-3	0.1	-0.5	-3	0.4	1.8
COc1ccc(C2CC(=O)C(CS(=O)(=O)c3ccccc3)C(=O)C2)cc1 (centres undefined)	-3	2	2.0	-1.1	0.3	-2	·	-0.6	-5	0.2	-0.9
CCN1CCN(CC(=O)N2N=C(c3ccc(OC)cc3)CC2c2ccc(OC)cc2)C(=O)C1=O (centres undefined)	-3	-2	0.5	-1.6	-2.0	2	0.8	0.9	-3	-0.8	7.4
CCOC(=O)C(C)Oc1cccc2c(=O)n(CC(=O)NCCc3ccc(OC)c(OC)c3)ccc12 (centres undefined)	0	-2	-2.1	0.1	0.2	5	-0.3	-1.4	2	0.1	-1.4
c1ccc(CN2CCN(CCOCCOc3ccc4c(c3)CCC4)CC2)cc1	-15	-4	-0.4	-1.4	-1.1	0	-1.2	-1.4	-2	-1.0	0.1
COc1cccc(C(=O)NC2CC3CCCC(C2)N3Cc2ccc(F)cc2)c1 (centres undefined)	1	4	0.7	-1.0	-0.4	3	1.2	-1.5	1	1.3	-0.1
O=C(Nc1ccccc1N1CCOCC1)C1CCN(S(=O)(=O)c2ccccc2F)CC1	5	-3	-1.2	-0.3	-1.0	0	-0.5	-1.4	2	-0.4	-2.4
COc1cccc2c(=O)c3cccc(N)c3[nH]c12	3	-5	1.6	-0.2	-20	-3	0.0	-1.2	-210	-0.6	0.5
O=C(CN1C(=O)C2CCCCC2C1=O)OCc1nnc(-c2ccccc2)o1 (centres undefined)	-2	-3	-0.5	0.3	-1.7	-3	0.7	-1.9	-5	-0.6	7.8
O=C(Cn1c(C(F)(F)F)nc2ccccc21)NCCCN1CCOCC1	2	0	2.4	-0.7	1.4	-3	0.1	-1.7	0	1.4	0.8
Nc1ccc(OCc2ccccc2)cc1[N+](=O)[O-]	13	-1	3.4	1.0	-1.9	1	-0.4	-0.9	2	-0.8	11*
CCN(CC)S(=O)(=O)c1cc(NC(=O)CCNC(=O)c2ccccc2Cl)ccc1C	-5	-3	0.7	-1.6	-1.5	-4	2.3	-0.7	-1	-0.8	-0.6
Cc1nn(S(=O)(=O)c2ccc(F)cc2)c(C)c1S(=O)(=O)N1CCCCC1	7	-1	0.6	-2.5	-1.4	-6	1.3	-0.8	-7	-0.4	0.6
O=C(c1cccc(Cl)c1)N1CCN(Cc2c[nH]c3ccccc23)CC1	-21	2	-0.2	2.9	-2.3	-3	0.4	0.1	4	-0.6	5.6
CCNC(=O)CSc1nnc(-c2ccc(OC)cc2)n1CC(C)C	10	-6	-1.5	-1.6	-0.6	5	-1.2	-0.8	5	0.2	-2.7
CCOCc1nnc(NC(=O)C2CCN(C(=O)C3CC(=O)N(c4ccc(C)cc4)C3)CC2)s1 (centres undefined)	-2	1	1.0	-2.6	-2.1	3	0.5	-0.6	-6	-0.1	1.1
CCOC(=O)C1CCN(C(=O)c2ccc3c(=O)n4nc(Nc5ccccc5CC)sc4nc3c2)CC1	-27	-3	0.7	-2.9	-1.1	2	-2.3	-1.6	-14	-1.9	0.2
O=C(CCc1nnc(COc2ccccc2)o1)NCc1ccccc1C(F)(F)F	-5	2	4.5	0.5	1.7	-6	1.1	-1.4	-11	0.6	2.4
COc1cccc(NC(=O)CNC(=O)c2ccc(F)cc2)c1	-3	3	2.8	-0.2	-1.6	-1	0.5	-1.1	4	0.2	-0.1
CC(C)(C)c1ccc(OCCSc2nc3ccccc3n2CC(=O)O)cc1	-24	0	-0.1	-1.3	-2.1	-3	0.1	-1.0	-6	-0.1	-3.7
CCOC(=O)[C@@H]1[C@H]2COc3ccc(Br)cc3[C@H]2N2C(=O)N(c3ccc(C)cc3)C(=O)[C@@]12C	2	2	0.7	0.8	-0.4	0	2.1	-1.6	1	0.1	-1.0
Cc1c(O)c(CN(C)C)cc2c1oc(=O)c1ccccc12	-5	-1	3.2	-0.3	-2.3	-3	-0.8	-0.1	-77	0.4	2.2
O=C(Cn1cc2c(n1)CCCC2)NCc1cccc(Cl)c1	-4	-1	-2.8	-2.7	0.8	5	-0.9	-0.8	3	1.0	-0.6
CCCCCCCCSC1=CC(=O)C(OC)=C(OC)C1=O	6	-2	1.5	-0.6	2.6	8	-3.9	-1.0	-4	-1.6	-4.7
CCc1ccc(NC(=O)C2CCN(S(=O)(=O)c3c(C)noc3C)CC2)cc1	-6	1	-1.5	-2.0	-0.8	9	-0.3	-1.1	-5	-0.6	-1.3
CCN(Cc1ccccc1)S(=O)(=O)c1ccc(OC)c2ncccc12	7	-4	3.2	1.2	-0.7	-4	0.3	-1.3	-7	-0.1	1.7
Cc1ccc(NS(=O)(=O)c2ccc(-n3cccn3)cc2)nc1	8	-1	0.2	-2.2	-0.1	-3	0.2	-1.2	-17	0.0	1.3
COc1ccc2c(c1)CCc1c(C(=O)NCc3ccc(F)cc3)noc1-2	0	-1	-1.0	-1.3	1.0	10	1.6	-0.9	2	-0.7	-0.2
COc1ccccc1CNC(=O)COC(=O)Cn1cnc2c1c(=O)n(C)c(=O)n2C	9	0	0.2	-0.5	-0.9	7	0.4	-1.1	11*	-0.4	-0.3

Bioassay records (PubChem BioAssay)
